Screening results from PubChem BioAssay.
IDE cell activ: human IDE activators in live cells, primary screen, fluorescence polarization, HEK cells, FAbeta-B substrate; activation, % at 5.96 µM; AID 493087, 2011; hit rate 0.073% among 340,000; FAbeta-B cleavage; 0% vehicle, 100% cell-free pure enzyme wells; Insulin-degrading enzyme (Homo sapiens), P14735;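 active means activation above the mean of all tested compounds plus 3 SD, set per screening campaign, cut at about 17% in these data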
Target sequence (P14735 whole entry, looked up): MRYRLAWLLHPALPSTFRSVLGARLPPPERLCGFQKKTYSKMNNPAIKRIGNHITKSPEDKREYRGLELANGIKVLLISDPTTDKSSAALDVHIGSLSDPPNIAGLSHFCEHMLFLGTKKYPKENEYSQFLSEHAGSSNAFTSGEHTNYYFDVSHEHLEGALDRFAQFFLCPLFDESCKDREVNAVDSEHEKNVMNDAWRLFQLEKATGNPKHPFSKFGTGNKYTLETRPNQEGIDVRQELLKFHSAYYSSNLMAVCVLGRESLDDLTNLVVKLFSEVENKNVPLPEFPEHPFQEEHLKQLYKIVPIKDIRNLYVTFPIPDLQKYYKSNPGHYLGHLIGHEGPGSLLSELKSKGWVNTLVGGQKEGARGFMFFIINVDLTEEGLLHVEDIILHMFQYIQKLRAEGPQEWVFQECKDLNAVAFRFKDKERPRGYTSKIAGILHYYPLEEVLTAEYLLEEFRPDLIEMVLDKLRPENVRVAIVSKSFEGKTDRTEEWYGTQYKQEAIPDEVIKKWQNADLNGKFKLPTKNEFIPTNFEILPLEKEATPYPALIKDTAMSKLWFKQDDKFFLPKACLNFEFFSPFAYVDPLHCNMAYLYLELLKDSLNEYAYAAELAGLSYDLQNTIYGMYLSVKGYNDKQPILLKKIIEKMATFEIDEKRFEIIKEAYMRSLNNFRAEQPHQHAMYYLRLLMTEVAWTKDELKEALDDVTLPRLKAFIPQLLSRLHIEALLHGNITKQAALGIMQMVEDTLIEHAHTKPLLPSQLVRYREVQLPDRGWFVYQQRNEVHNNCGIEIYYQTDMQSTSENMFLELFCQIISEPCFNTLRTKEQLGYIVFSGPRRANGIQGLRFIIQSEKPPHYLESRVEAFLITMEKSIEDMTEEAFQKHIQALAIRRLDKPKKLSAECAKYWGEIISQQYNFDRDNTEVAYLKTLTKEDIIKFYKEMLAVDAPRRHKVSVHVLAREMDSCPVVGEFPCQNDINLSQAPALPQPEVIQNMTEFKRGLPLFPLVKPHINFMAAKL
* marks the source's active call; other numbers are inactive results.

item	SMILES	IDE cell activ
1	CC(C)C[C@H]1CNC(=S)N1CC1CCCN1C[C@H](CC(C)C)N1C[C@H](CC(C)C)N(CCc2ccccc2)C1=S (stereo partly specified)	-0.5
2	COc1ccccc1NC(=O)c1ccccc1NC(=O)c1ccccn1	-0.2
3	CCOC(=O)C1CCN(C(=O)c2ccc(S(=O)(=O)Nc3ccccc3Cl)cc2)CC1	5.4
4	COc1ccccc1C1CC(=O)Oc2cc(O)ccc21 (stereo unspecified)	-1.3
5	Cc1ccc(NC2(C(N)=O)CCCC2)cc1	4.3
6	CC(C)c1c(O)ccc2c1CC[C@H]1C(C)(C)CCC[C@]21C	6.0
7	CCN(C(=O)COC(=O)CCOc1cc(C)ccc1C)c1c(N)n(Cc2ccccc2)c(=O)[nH]c1=O	3.3
8	COc1cccc(CN(C)C(=O)Cn2cc(C)c(=O)[nH]c2=O)c1	-2.8
9	Cc1ccc(Nc2cc(Cl)nc(N)n2)c([N+](=O)[O-])c1	-0.4
10	CCCCN(Cc1ccccc1)S(=O)(=O)c1cc2c(cc1Br)CC(C)N2C(C)=O (stereo unspecified)	1.8
11	CCOc1ccc(S(=O)(=O)N2CCOCC2)cc1NC(=O)CN1C(=O)NC(C)(c2ccc(C)cc2)C1=O (stereo unspecified)	-1.4
12	C[C@@]12C(=O)Nc3cc(F)c(F)cc3C(=O)N1[C@H]1c3ccccc3OC[C@@H]1[C@@H]2c1ccccc1	-2.1
13	COc1ccc2nc(NC(=O)C3CC(=O)N(c4ccc5c(c4)OCCO5)C3)sc2c1 (stereo unspecified)	2.4
14	NC(=O)c1ccsc1NC(=O)CSc1nncs1	1.0
15	COc1ccc2c(c1)[C@H]1[C@H](CO2)[C@H](c2ccccc2)[C@]2(C)C(=O)Nc3ccc(Cl)cc3C(=O)N12	-1.2
16	COc1ccc(C(=O)NCC(=O)N2CCN(C(=O)c3ccco3)CC2)cc1OC	4.4
17	CN1C(=O)N(CC(=O)N2CCN(S(=O)(=O)Cc3ccccc3)CC2)C(=O)C12CCCCC2	0.2
18	O=C(c1ccccc1)C(Nc1cccc([N+](=O)[O-])c1)c1ccccc1 (stereo unspecified)	2.9
19	COc1ccc(-n2cnc(=S)[nH]c2=S)cc1	-2.9
20	CC(C)C[C@@H](CNCC(=O)[C@H](CC(C)C)NC(=O)c1[nH]cnc1C(=O)N[C@@H](C)CN)NC(=O)c1nc[nH]c1C(=O)N[C@@H](Cc1ccccc1)C(=O)O	1.2
21	CC(C)C[C@@H](CNCC(=O)[C@H](C)NC(=O)c1[nH]cnc1C(=O)N[C@@H](C)CN)NC(=O)c1nc[nH]c1C(=O)N[C@@H](Cc1ccccc1)C(=O)O	0.0
22	Cc1nnc(SCC(=O)N2CCN(c3ccccc3F)CC2)n1C1CC1	-3.0
23	Clc1ccc(N(CC2CO2)CC2CO2)cc1 (stereo unspecified)	-3.0
24	N#Cc1c(C#N)c(SSc2c(C#N)c(C#N)c(N)n2-c2ccccc2)n(-c2ccccc2)c1N	-16.8
25	Nc1nc(SCc2ccccn2)c2ncn(C3OC(CO)C(O)C3O)c2n1 (stereo unspecified)	4.0
26	Cc1ccc(C(=O)OCC(=O)NCc2cccs2)s1	4.1
27	O=C(C[C@H]1C[C@H](C(=O)N2CCOCC2)[C@@]2(CCC3CCCC3)c3[nH]c4ccc(Cl)cc4c3CCN2C1=O)NCCCn1ccnc1	4.2
28	COc1cccc(CNC(=O)COC(=O)CCS(=O)(=O)c2ccc(C)cc2)c1	2.3
29	COC(=O)c1ccc(Cn2cnc3c(Cl)ncnc32)cc1	5.2
30	O=C(NCC(c1ccccc1)N1CCCC1)C1CCN(C(=O)Nc2ccccc2)CC1 (stereo unspecified)	3.0
31	O=S1(=O)c2c(F)cccc2O[C@@H](COCc2ccccc2)CN1CCc1ccc(F)cc1	6.2
32	COCCN(CC(=O)Nc1cccc(C)c1C)C(=O)c1ccc2c(c1)OCO2	-3.4
33	COc1ccc(-c2c(-c3ccc4c(c3)OCO4)c3ccccc3n2C)cc1	3.9
34	CCN(CC(=O)Nc1ccccc1C(=O)NC1CC1)Cc1cccs1	0.9
35	CCCCn1c(N)c(N(CC(C)C)C(=O)CSc2nn(-c3ccc(F)cc3)c(=S)s2)c(=O)[nH]c1=O	3.6
36	CC(NC(=O)c1ccccc1Cl)C(=O)Nc1ccc2c(c1)OCO2 (stereo unspecified)	0.8
37	CCCn1nc(C(=O)Nc2ccc(-n3cnnn3)cc2)c2ccccc2c1=O	3.0
38	O=C(O)c1cccc2c1-c1ccc(Cl)cc1C2	0.6
39	CC[C@H](C)[C@H]1CNC(=S)N1CC1CCN(CCCCc2ccccc2)CC1	0.5
40	CN(C)c1ncnc2c1ccn2C1OC(CO)C(O)C1O (stereo unspecified)	5.6
41	COC(=O)Cc1nc2c(N)nc(N)nc2[nH]c1=O	4.3
42	C[C@]12c3[nH]c4ccc(Cl)cc4c3CCN1C(=O)[C@@H](CC(=O)NCc1cccc(C(F)(F)F)c1)C[C@@H]2C(=O)N1CCOCC1	2.8
43	Cc1cc(C)cc(OCC(=O)Nc2nc(-c3ccccn3)cs2)c1	2.7
44	CCN(CC)S(=O)(=O)c1ccc(C(C)NCC(=O)Nc2ccccc2C(=O)NC2CC2)cc1 (stereo unspecified)	5.9
45	Cc1ccc(S(=O)(=O)N2CCN(C(=O)c3ccc(N4CCC(C)CC4)c([N+](=O)[O-])c3)CC2)cc1	-0.3
46	CN1N=C(N)c2cn(C3OC(COP(=O)(O)O)C(O)C3O)c3ncnc1c23 (stereo unspecified)	6.6
47	COc1cc(OCc2ccc(C)cc2)ccc1CNC[C@H]1O[C@@H](n2cnc(C(N)=O)n2)[C@H](O)[C@@H]1O	1.8
48	OC(COc1ccccc1)CN1CCN(c2ccccc2)CC1 (stereo unspecified)	-2.2
49	COc1ccc(NC(C)=O)cc1S(=O)(=O)NC(Cc1ccccc1)C(=O)NC(C)c1ccccn1 (stereo unspecified)	4.1
50	O=C1CC(c2ccccc2)=NN1c1ccccc1	2.1

2 entries from above, with each value named:
(48) OC(COc1ccccc1)CN1CCN(c2ccccc2)CC1 (stereo unspecified)
  IDE cell activ = -2.2

(49) COc1ccc(NC(C)=O)cc1S(=O)(=O)NC(Cc1ccccc1)C(=O)NC(C)c1ccccn1 (stereo unspecified)
  IDE cell activ = 4.1

More results follow.
item	SMILES	IDE cell activ
51	O=C(Nc1ncccc1O)c1ccc(NS(=O)(=O)c2ccc3[nH]c(=O)[nH]c3c2)cc1	3.6
52	O=P(Nc1ccccc1)(Nc1ccccc1)c1ccccc1	2.0
53	CCCCN1CC(CO)Oc2cccc(F)c2S1(=O)=O (stereo unspecified)	4.3
54	Cc1ccc(C)c(SCC(=O)NC2CCS(=O)(=O)C2)c1 (stereo unspecified)	7.1
55	CN(C(=O)c1cccc(NC(=O)Cc2ccc(NC(=O)C3CCN(C(=O)c4ccccc4)CC3)cc2)c1)C1CCCCC1	3.5
56	CC1(CCc2ccccc2)NC(=O)NC1=O (stereo unspecified)	0.3
57	O=C(Cc1coc2cc(O)ccc12)N1CCN(S(=O)(=O)c2ccc(Br)cc2)CC1	2.2
58	Nc1ncnc2c1ncn2[C@@H]1O[C@H](CNS(=O)(=O)C2CC2)[C@@H](O)[C@H]1O	-0.3
59	O=C1SCCN1N=Cc1ccc([N+](=O)[O-])o1	-0.3
60	Cc1cc(C(=O)N2CCN(S(=O)(=O)c3ccc(C)c(C)c3)CC2)no1	3.7
61	CNc1nc(=O)n(C2CCCO2)cc1C (stereo unspecified)	0.9
62	O=c1c(Cl)c(O)ccn1C1OC(CO)C(O)C1O (stereo unspecified)	4.9
63	Nc1nc(NC2CCCC2)cc(=O)[nH]1	-3.6
64	OC1CNc2c(ccc3ccccc23)C1 (stereo unspecified)	0.8
65	O=C(Nc1cccc(C(=O)N2CCOCC2)c1)C1CC1	0.2
66	Cc1csc(SCC(=O)N(c2ccccc2)C(C)C)n1	4.4
67	O=C1NC(=S)SC1=Cc1ccccc1Br	4.4
68	COc1ccc(C(=O)c2ccc([N+](=O)[O-])cc2)c(OC)c1OC	2.5
69	Cc1cccn2c(=O)nc(SCC(=O)N3N=C(c4cccs4)CC3c3ccc(F)cc3)nc12 (stereo unspecified)	0.1
70	CC(C)N(C(=O)[C@H]1C[C@H](CC(=O)NCCN2CCOCC2)C(=O)N2CCc3c([nH]c4cc(CCC(=O)N(C)C)ccc34)[C@]12C)C(C)C	2.4
71	COc1ccc(CCN2CC(C(=O)Nc3cc(S(C)(=O)=O)ccc3Cl)CC2=O)cc1OC (stereo unspecified)	2.8
72	S=C(NCCN1CCOCC1)C(=S)NCCN1CCOCC1	0.5
73	CC(C)c1ccc(Oc2cccc3c2S(=O)(=O)N(C2CCCC2)CC(COCc2ccccc2)O3)cc1 (stereo unspecified)	-1.0
74	C=C1CC2(CC(c3ccccc3)OC(c3ccccc3)C2)OC1=O (stereo unspecified)	2.9
75	COCCCNC(=O)C[C@H]1C[C@H](C(=O)N2CCCCC2)[C@@]2(CCc3ccccc3)c3[nH]c4cc(-c5ccco5)ccc4c3CCN2C1=O	6.3
76	Cc1nnc(SC(C)C(=O)NC2CCCCC2)[nH]c1=O (stereo unspecified)	1.9
77	CC(C)c1ccccc1OCC(=O)Nc1nnc(C2CC2)s1	2.7
78	COc1cc(C(CCN2CCOCC2)c2c(OC)cc(OC)c3c(-c4ccccc4)cc(=O)oc23)cc(OC)c1OC (stereo unspecified)	3.2
79	COc1cc([N+](=O)[O-])ccc1NC(=O)CN1C(=O)NC2(CCCCC2C)C1=O (stereo unspecified)	5.8
80	COc1ccc(C(=O)Cn2c(C(C)=O)nc3ccccc32)cc1	-3.5

3 of the entries above in order of the IDE cell activ value, falling:
item	SMILES	IDE cell activ
79	COc1cc([N+](=O)[O-])ccc1NC(=O)CN1C(=O)NC2(CCCCC2C)C1=O (stereo unspecified)	5.8
26	Cc1ccc(C(=O)OCC(=O)NCc2cccs2)s1	4.1
19	COc1ccc(-n2cnc(=S)[nH]c2=S)cc1	-2.9

Further entries.
item	SMILES	IDE cell activ
81	COc1cc(/C=C/C(=O)O)cc(S(=O)(=O)Nc2ccc(S(=O)(=O)N3CCCCC3)cc2)c1OC	-2.2
82	COc1ccc(C)cc1-n1nnnc1SCC(=O)NC1CCCC1	3.1
83	Nc1ccc2c(S(=O)(=O)O)cccc2c1S(=O)(=O)O	-3.4
84	OC(Cc1cccnc1)(c1ccccc1)c1ccccc1	1.9
85	CCOC(=O)N1CCN(C(=O)COC(=O)c2cccc(S(C)(=O)=O)c2)CC1	1.5
86	COc1cc(CCC(N)c2cccc(O)c2)cc(OC)c1OC (stereo unspecified)	-1.0
87	O=C(c1cc(-c2cccnc2)nc2ccccc12)N1CCN(S(=O)(=O)c2ccc(Cl)s2)CC1	-2.5
88	CN(C(=O)c1cccc(NC(=O)Cc2cccc(NC(=O)C3CCN(C(=O)C4CCCC4)CC3)c2)c1)C1CCC1	4.2
89	COc1ccc(-c2nnc3ccc(SCC(=O)N4CCN(c5ccccc5)CC4)nn23)cc1	-5.3
90	O=C(NNC(=O)c1cccc2ccccc12)c1ccc(F)cc1	-0.8
91	NC(=O)c1ccccc1OCC(=O)N1CCCC1c1ccc2c(c1)OCCCO2 (stereo unspecified)	-0.9
92	CCOc1cc(N2CCOCC2)c(OCC)cc1NC(=O)CN1C(=O)NC2(CCCCC2C)C1=O (stereo unspecified)	1.5
93	COc1ccc(CN2CC(COCc3ccccc3)Oc3ccccc3S2(=O)=O)cc1 (stereo unspecified)	4.6
94	Cc1cc(C)c(OCC(=O)OC(C)C(=O)NCc2ccccc2)c(C)c1 (stereo unspecified)	1.1
95	CN(C)c1ccc(C=NNc2nc3c([nH]2)c(=O)n(C)c(=O)n3C)cc1	2.8
96	O=C(CCc1ccccc1Cl)Nc1ccc(S(=O)(=O)Nc2nccs2)cc1	0.8
97	COc1cc2ccc(=O)oc2c(O)c1O	2.4
98	O=C1/C(=C\c2ccccc2)CN(C(=O)CCN2CCCCC2)C/C1=C/c1ccccc1	-1.3
99	Cc1ccc(S(=O)(=O)N2CCOCC2)cc1NC(=O)COC(=O)CCC(=O)c1ccc(F)cc1	3.5
100	CC(C)(CNC(=O)C1CCN(S(=O)(=O)c2cc([N+](=O)[O-])ccc2Cl)CC1)N1CCOCC1	5.9
101	CC(C)Cn1cnc2c(SCc3ccccc3F)nc(N)nc21	-1.0
102	CN(C)S(=O)(=O)c1cccc(C(=O)Nc2cc(S(=O)(=O)N3CCOCC3)ccc2O)c1	8.1
103	COC(=O)CCC(C)C1CCC2C3CCC4CC(O)CCC4(C)C3CC(O)C12C (stereo unspecified)	6.1
104	COc1ccc(CNC(=O)C[C@H]2C[C@H](C(=O)N3CCCCC3)[C@@]3(C)c4[nH]c5cc(-c6ccco6)ccc5c4CCN3C2=O)cc1OC	-0.6
105	COc1ccc(CNS(=O)(=O)c2ccc(N3CCCC3)cc2Br)cc1	1.3
106	O=C(C1CCN(CCc2ccccc2)CC1)N1CCOCC1	-4.4
107	Cc1ccc(CN2CCN(CCCn3cnc4c(OCc5ccccc5)ncnc43)CC2)cc1	-2.8
108	Cc1ccc(C)c(N2CCN(C(=O)CCc3nc(-c4ccc(F)cc4)no3)CC2)c1	6.2
109	COc1cc(C(=O)N2CCN(c3ccccc3)CC2)c2ccccc2n1	3.6
110	COc1ccc2[nH]c3c(c2c1)CCN1C(=O)C(CC(=O)NCCN2CCOCC2)C[C@H](C(=O)N2CCOCC2)[C@@]31CCC1CCCC1 (stereo partly specified)	5.5
111	Cc1ccc(S(=O)(=O)N(CC(=O)c2ccccc2)C(=O)N2CCN(C)CC2)cc1	-4.3
112	COc1ccc(C=NNC(=S)NN=Cc2ccc(OC)c(OC)c2)cc1OC	2.6
113	COc1ccc(CNC[C@H]2O[C@@H](n3ccc(=O)[nH]c3=O)[C@H](O)[C@@H]2O)cc1OC	-0.5
114	CSCCC(NC(=O)COc1ccccc1)C(=O)OCc1ccc(Cl)cc1 (stereo unspecified)	-2.6
115	O=C1C=C(C2CCCCC2)C(=O)c2ccccc21	1.4
116	O=C(CCCOc1ccc(Cl)cc1Cl)NC(Cc1ccccc1)C(=O)O (stereo unspecified)	5.8

Only part of the results is shown, so the mix of outcomes need not match the whole.
